Assay outcomes as filed in PubChem.
Lmaj promast = inhibitors of Leishmania major promastigote growth; Leishmania major promastigotes, resazurin fluorescence viability; inhibition, % at 10 µM; 9% of 200,000 active;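 also: promastigotes grown with compound for 44 hours at 28 °C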
Diaphorase inh = inhibits diaphorase or chemically oxidizes, flagging diaphorase assay artifacts; diaphorase resazurin-to-resorufin fluorescence, NADH, 16 min; bacterial (C. kluyveri) enzyme, not human; 0.69% of 190,000 active; inhibition, % at 20 µM;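 active = primary screen inhibition at 20 µM above a set limit, cut at about 50% in these data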;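 also: plate controls were DMSO with full reaction for no effect and wells lacking NADH for full effect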
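controls = No-NADH positive control and DMSO neutral control | system = Clostridium kluyveri diaphorase enzyme | timing = reaction incubation of 16 min at room temperature | signal = resorufin fluorescence 544/590 nm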
PMI act satM6P = increases human PMI activity with near-saturating mannose 6-phosphate; P34949; coupled PMI enzyme assay, resazurin fluorescence, 20 min; stronger effect = higher value; 1 = untreated enzyme, 0 = substrate-free blank; activation factor at 20 µM; 0.34% of 190,000 active;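 active = activation factor of 2 or more at 20 µM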
Target sequence (P34949 whole entry, looked up): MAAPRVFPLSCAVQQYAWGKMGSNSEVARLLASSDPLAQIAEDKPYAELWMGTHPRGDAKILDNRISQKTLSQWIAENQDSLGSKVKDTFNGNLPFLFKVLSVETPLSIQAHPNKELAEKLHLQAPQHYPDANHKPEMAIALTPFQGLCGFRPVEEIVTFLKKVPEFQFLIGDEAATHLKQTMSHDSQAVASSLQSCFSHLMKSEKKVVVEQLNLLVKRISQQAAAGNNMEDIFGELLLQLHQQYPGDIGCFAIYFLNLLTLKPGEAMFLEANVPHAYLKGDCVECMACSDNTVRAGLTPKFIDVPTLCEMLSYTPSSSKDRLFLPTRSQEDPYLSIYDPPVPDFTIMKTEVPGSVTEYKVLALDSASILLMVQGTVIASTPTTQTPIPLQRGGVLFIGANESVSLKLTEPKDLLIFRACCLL
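assay system = human phosphomannose isomerase with PGI, G6PDH, diaphorase coupling enzymes | quantity = 15 ng/mL PMI | incubation = enzyme reaction with compound 20 min at room temperature | medium = HEPES pH 7.4 buffer with MgCl2 and Tween-20 | compound dosing = one concentration, 20 µM, in 1% DMSO | measured by = Diaphorase-driven resazurin-to-resorufin fluorescence, excitation 544, emission 590 nm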
Hsp70 act = switches on Hsp70 transcription; activation, % at 10 µM; 0.04% of 200,000 active; HeLa Hsp70 promoter luciferase reporter, luminescence; scaled: vehicle 0, proteasome-inhibitor control 100%;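 active = activation above the mean across all tested compounds plus 3 SD, cutoff set per campaign, cut at about 5.5% in these data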;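 also: 100% = MG132 at 30 µM as the positive control and 0% = DMSO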
G6PDH CS = L. mesenteroides G6PDH inhibition counter-screen. inhibition, % at 5 µM. Purified L. mesenteroides G6PDH, diaphorase/resazurin coupled fluorescence, 45 min. 0.12% of 200,000 active
PMI activator = activators of human phosphomannose isomerase; purified human PMI, coupled resazurin fluorescence, 20 min; stronger effect = higher value; 1 = vehicle control, 0 substrate-free wells; activation factor at 20 µM; 0.005% of 190,000 active; AID 1214; P34949;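 active = activation factor of 2 or more at 20 µM, relative to plate controls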
Redox H2O2 prof = compounds producing H2O2 with reducing agent – biochemical, NIH compound library profiling, artefact control for MLSCN library redox annotation, primary screen; DTT-dependent redox cycling H2O2, phenol red/HRP absorbance; 100% = 100 µM peroxide control, 0% = buffer; activation, % at 10 µM; 0.03% of 200,000 active; AID 878;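 active = activation of at least 50% relative to the plate's high and low controls in the primary single-dose screen; inactive = activation below 50%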;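 also: compound incubated with DTT at 0.8 mM final as the reducing agent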
RAM inhibit = yeast RAM network inhibition. S. cerevisiae dse1pr::URA3 reporter, 5-FOA growth OD615, 2 d; analog-sensitive cbk1-as2 kinase mutant strain. inhibition, % at 50 µM. 1.8% of 190,000 active. AID 868;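 active = inhibition above a set limit, 3 SD over mean compound inhibition, cut at about 8.4% in these data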;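 also: 0% = DMSO-only wells with no growth and 100% = 10 µM 1-NA-PP1 full growth; inhibition rescues growth on 5-FOA so higher OD means more RAM inhibition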
S1P3 antagonist = S1P3 (human) receptor antagonism; inhibition, % at 4.98 µM; Q99500; 0.27% of 170,000 active; CHO S1P3 NFAT-BLA reporter, FRET fluorescence, antagonist mode;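 active = inhibition above the plate cutoff, the mean inhibition of test wells on that plate plus 3 SD, cut at about 28% in these data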;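 also: cells challenged with S1P at its EC80 of 0.8 µM; blue over green emission ratio from cleaved BLA substrate after 4 h stimulation; 0% = S1P-stimulated wells and 100% = unstimulated DMSO-only wells; some compounds past the cut are filed as inactive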
Target sequence (Q99500 whole entry, looked up): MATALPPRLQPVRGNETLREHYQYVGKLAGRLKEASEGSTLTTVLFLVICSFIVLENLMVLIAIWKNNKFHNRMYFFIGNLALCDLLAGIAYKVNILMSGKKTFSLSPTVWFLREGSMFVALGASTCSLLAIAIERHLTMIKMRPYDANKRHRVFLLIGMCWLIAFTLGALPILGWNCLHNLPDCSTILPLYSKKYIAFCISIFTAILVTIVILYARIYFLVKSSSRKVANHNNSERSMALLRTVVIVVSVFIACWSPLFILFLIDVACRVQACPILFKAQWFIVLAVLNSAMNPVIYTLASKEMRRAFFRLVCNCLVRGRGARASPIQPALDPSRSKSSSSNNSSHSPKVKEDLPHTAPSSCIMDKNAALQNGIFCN
Diaph act CS = counter-screen for diaphorase-based assays: diaphorase activators and chemical reducers; 0.005% of 190,000 active; activation factor at 20 µM; Diaphorase/resazurin coupled assay, resorufin fluorescence, 16 min; stronger effect = higher value; 1 = vehicle wells, 0 = NADH-free wells; AID 1229;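 active = diaphorase activity raised at least twofold by the compound at 20 µM; inactive = activation factor below 2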
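Material: Clostridium kluyveri diaphorase, purified enzyme; Quantity: enzyme 0.07 U/mL final; Medium: HEPES pH 7.4 buffer with MgCl2 and Tween 20; Dosing: single compound dose of 20 µM, 1% DMSO final; Schedule: 16 min reaction at room temperature; Measured by: red resorufin fluorescence at 544/590 nm excitation/emission.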
TLR4 MyD88 comp = inhibitors of human TLR4-MyD88 binding | AID 861 | HeLa CL3-4 TLR4/MyD88 BLA complementation, FRET ratio | 0.18% of 200,000 active | inhibition, % at 8.4 µM | O00206+Q99836; in the data active = inhibition above about 25%;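 also: 0% = vehicle and 100% = reference inhibitor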
Active calls of the source: *. Rule as the data show it, unless noted: active = inhibition above about 50%; inactive = the rest.

For CN(C)C(/C=C/Nc1cccc([N+](=O)[O-])c1)=C(C#N)C#N the results were Lmaj promast -5, Diaphorase inh -1, PMI act satM6P 1.1, Hsp70 act 0.0, G6PDH CS 1, PMI activator 1.1, Redox H2O2 prof -0.7, RAM inhibit 1.2, S1P3 antagonist -9, Diaph act CS 1 and TLR4 MyD88 comp -5.
For O=C(NCCC1=CCCCC1)C1CCN(C(=O)c2ccc(Br)cc2)CC1 the results were Lmaj promast -1, Diaphorase inh 10, PMI act satM6P 0.9, Hsp70 act -0.6, G6PDH CS -21, PMI activator 0.9, Redox H2O2 prof 0.0, RAM inhibit 0.0, S1P3 antagonist 9, Diaph act CS 0.9 and TLR4 MyD88 comp 0.
O=c1cnn(-c2ccccc2)c(-c2ccccc2)c1 was read as Lmaj promast 82*, Diaphorase inh 2, PMI act satM6P 1, Hsp70 act -0.3, G6PDH CS 9, PMI activator 1.1, Redox H2O2 prof -0.3, RAM inhibit 1.9, Diaph act CS 1 and TLR4 MyD88 comp -4.
For COc1cccc(CCc2nnc(CCC(=O)NCCc3cccc(C)n3)o2)c1 the results were Lmaj promast -1, Diaphorase inh -3, PMI act satM6P 1.1, Hsp70 act -0.5, G6PDH CS 2, PMI activator 1, Redox H2O2 prof -0.2, RAM inhibit 1.9, S1P3 antagonist -3, Diaph act CS 1 and TLR4 MyD88 comp -5.
`CN(C)C(C(=O)NC1CCCCC1)c1ccc(Cl)cc1` (stereo not drawn) gave Lmaj promast 5, Diaphorase inh 6, PMI act satM6P 1, Hsp70 act 0.0, G6PDH CS 2, PMI activator 0.9, Redox H2O2 prof -1.1, RAM inhibit 1.5, Diaph act CS 0.9 and TLR4 MyD88 comp -30.
For N#Cc1c(-c2ccccc2Cl)cc(-c2ccccc2)nc1Br the results were Lmaj promast 4, Diaphorase inh -2, PMI act satM6P 1, Hsp70 act -0.1, G6PDH CS 14, PMI activator 1, Redox H2O2 prof 1.9, RAM inhibit 4.3, S1P3 antagonist 7, Diaph act CS 1 and TLR4 MyD88 comp -6.
For COc1ccc(N2CCN(C(=O)C3CC(=O)N(c4ccc(C)cc4)C3)CC2)cc1 (stereo not drawn) the results were Lmaj promast -5, Diaphorase inh 14, PMI act satM6P 1, Hsp70 act -0.1, G6PDH CS 5, PMI activator 1.1, Redox H2O2 prof -0.3, RAM inhibit 7.4, S1P3 antagonist -16, Diaph act CS 0.9 and TLR4 MyD88 comp -8.
Screening CN(C)c1ccc(/C=C2\N=C(c3ccc(Cl)c([N+](=O)[O-])c3)NC2=O)cc1 returned Lmaj promast -6, Diaphorase inh -22, PMI act satM6P 0.9, Hsp70 act -0.1, G6PDH CS 10, PMI activator 1, Redox H2O2 prof 0.3, RAM inhibit 3.7, S1P3 antagonist -14, Diaph act CS 1.2 and TLR4 MyD88 comp 1.
For CS(=O)c1ccccc1-c1nc(-c2cc(C(F)(F)F)cc(C(F)(F)F)c2)no1 (stereo not drawn) the results were Lmaj promast 6, Diaphorase inh 29, PMI act satM6P 0.8, Hsp70 act -0.1, G6PDH CS 4, PMI activator 0.8, Redox H2O2 prof -4.2, RAM inhibit 4.2, Diaph act CS 0.7 and TLR4 MyD88 comp 5.
CS(=O)(=O)N1CCN(C(=O)c2ccc(Br)s2)CC1 was read as Lmaj promast -7, Diaphorase inh 5, PMI act satM6P 1, Hsp70 act 0.2, G6PDH CS 2, PMI activator 1, Redox H2O2 prof -1.4, RAM inhibit 1.1, Diaph act CS 1 and TLR4 MyD88 comp -5.
Screening Cn1c(C(=O)O)c(CC(=O)NCc2cccnc2)c2ccccc21 returned Lmaj promast -5, Diaphorase inh 6, PMI act satM6P 0.9, Hsp70 act -0.4, G6PDH CS 18, PMI activator 1, Redox H2O2 prof 2.3, RAM inhibit 1.0, S1P3 antagonist -1, Diaph act CS 0.9 and TLR4 MyD88 comp -5.
For CCc1nnc(NS(=O)(=O)c2ccc(N=Cc3c(C)[nH]n(-c4ccc(Cl)cc4)c3=O)cc2)s1 the results were Lmaj promast 33, Diaphorase inh 25, PMI act satM6P 0.9, Hsp70 act -0.1, G6PDH CS -16, PMI activator 0.9, Redox H2O2 prof 0.1, RAM inhibit 1.8, S1P3 antagonist -1, Diaph act CS 0.8 and TLR4 MyD88 comp -4.
`O=C(COC(=O)c1cc(Cl)ccc1[N+](=O)[O-])NCc1ccc(Cl)cc1Cl` gave Lmaj promast 62*, Diaphorase inh 20, PMI act satM6P 1, Hsp70 act -0.4, G6PDH CS 4, PMI activator 1, Redox H2O2 prof 0.2, RAM inhibit 13*, S1P3 antagonist -11, Diaph act CS 0.8 and TLR4 MyD88 comp -7.
O=S(=O)(NCC1CCCO1)c1ccc(S(=O)(=O)N(Cc2ccccn2)C2CC2)cc1 (stereo not drawn) was read as Lmaj promast 1, Diaphorase inh 13, PMI act satM6P 0.9, Hsp70 act -0.3, G6PDH CS 9, PMI activator 0.8, Redox H2O2 prof 0.2, RAM inhibit 1.0, S1P3 antagonist 2, Diaph act CS 0.9 and TLR4 MyD88 comp -1.
`O=C(Cc1ccccc1)Nc1c[nH]c(=O)[nH]c1=O` gave Lmaj promast -2, Diaphorase inh -2, PMI act satM6P 1, Hsp70 act 0.2, G6PDH CS -4, PMI activator 1, Redox H2O2 prof 0.5, RAM inhibit 1.0, S1P3 antagonist -9, Diaph act CS 1 and TLR4 MyD88 comp 0.
For O=C1N=C(N2CCOCC2)S/C1=C\c1cccs1 the results were Lmaj promast -6, Diaphorase inh 23, PMI act satM6P 0.9, Hsp70 act 0.0, G6PDH CS 8, PMI activator 0.9, Redox H2O2 prof -1.2, RAM inhibit 1.1, S1P3 antagonist 6, Diaph act CS 0.8 and TLR4 MyD88 comp 5.
O=C(CNC1CCCCCC1)c1cccs1 was read as Lmaj promast -1, Diaphorase inh 7, PMI act satM6P 1.6, Hsp70 act -0.2, G6PDH CS 10, PMI activator 1.4, Redox H2O2 prof -0.3, RAM inhibit -0.4, S1P3 antagonist -11, Diaph act CS 0.9 and TLR4 MyD88 comp -2.
CCN(C(=O)c1cccs1)c1nc(-c2ccc(OC)cc2)cs1 was read as Lmaj promast 1, Diaphorase inh -8, PMI act satM6P 1.1, Hsp70 act -0.1, G6PDH CS -10, PMI activator 1.1, Redox H2O2 prof 0.0, RAM inhibit 7.8, S1P3 antagonist -26, Diaph act CS 1.1 and TLR4 MyD88 comp 8.
For Cc1ccccc1CC1(CO)CCCN(C(=O)c2ccccc2N(C)C)C1 (stereo not drawn) the results were Lmaj promast 15, Diaphorase inh 6, PMI act satM6P 0.9, Hsp70 act -0.3, G6PDH CS -1, PMI activator 0.9, Redox H2O2 prof -0.7, RAM inhibit 3.5, S1P3 antagonist -4, Diaph act CS 0.9 and TLR4 MyD88 comp -4.
Screening CCCCCOC(=O)NCC(O)c1ccccc1 (stereo not drawn) returned Lmaj promast -4, Diaphorase inh -10, PMI act satM6P 1.1, Hsp70 act 0.2, G6PDH CS 8, PMI activator 1, Redox H2O2 prof -0.8, RAM inhibit 0.5, S1P3 antagonist -48, Diaph act CS 1.1 and TLR4 MyD88 comp -5.
`COc1ccc(C(C)=O)cc1COC(=O)c1ccc(OCc2c(C)noc2C)cc1` gave Lmaj promast -8, Diaphorase inh 8, PMI act satM6P 1, Hsp70 act -0.1, G6PDH CS 0, PMI activator 0.9, Redox H2O2 prof 0.6, RAM inhibit 2.1, S1P3 antagonist -20, Diaph act CS 0.9 and TLR4 MyD88 comp -2.
Screening CCOC(=O)C(=Cc1cn(C)c2ccc(S(=O)(=O)N(C)C)cc12)C(=O)OCC returned Lmaj promast 15, Diaphorase inh 12, PMI act satM6P 1.1, Hsp70 act 0.2, G6PDH CS 7, PMI activator 1, Redox H2O2 prof -0.5, RAM inhibit 3.7, S1P3 antagonist -15, Diaph act CS 0.9 and TLR4 MyD88 comp -6.
Screening CCOC(=O)c1ccc(NC2c3ccccc3C(=O)N2c2ccccn2)cc1 (stereo not drawn) returned Lmaj promast -3, Diaphorase inh 15, PMI act satM6P 0.8, Hsp70 act -0.2, G6PDH CS -5, PMI activator 1, Redox H2O2 prof 0.0, RAM inhibit 2.1, Diaph act CS 0.9 and TLR4 MyD88 comp 6.
Screening Cc1cc(C)n(CC(O)COCc2ccco2)n1 (stereo not drawn) returned Lmaj promast -3, Diaphorase inh 0, PMI act satM6P 1.1, Hsp70 act -0.5, G6PDH CS 7, PMI activator 1.1, Redox H2O2 prof 0.6, RAM inhibit 0.1, S1P3 antagonist 15, Diaph act CS 1 and TLR4 MyD88 comp -3.
For O=C1CCN(S(=O)(=O)c2ccc(Br)cc2)CCN1 the results were Lmaj promast 0, Diaphorase inh 5, PMI act satM6P 0.8, Hsp70 act -0.3, G6PDH CS 8, PMI activator 0.9, Redox H2O2 prof 0.6, RAM inhibit 2.1, S1P3 antagonist -1, Diaph act CS 0.9 and TLR4 MyD88 comp -3.
`Clc1cccc(OCCN2CCNCC2)c1` gave Lmaj promast 100*, Diaphorase inh 16, PMI act satM6P 1.1, Hsp70 act -0.2, G6PDH CS 4, PMI activator 1, Redox H2O2 prof 0.2, RAM inhibit 3.4, S1P3 antagonist -9, Diaph act CS 0.8 and TLR4 MyD88 comp 10.
COc1ccc(N(C(=O)Cc2cccs2)C2C=CS(=O)(=O)C2)cc1 (stereo not drawn) was read as Lmaj promast -1, Diaphorase inh 16, PMI act satM6P 0.7, Hsp70 act -0.3, G6PDH CS 8, PMI activator 0.9, Redox H2O2 prof -1.4, RAM inhibit 1.6, S1P3 antagonist 6, Diaph act CS 0.8 and TLR4 MyD88 comp -14.
For O=C1c2ccccc2CCC12N=NCC2c1ccc(Br)cc1 (stereo not drawn) the results were Lmaj promast -7, Diaphorase inh 2, PMI act satM6P 1, Hsp70 act 0.4, G6PDH CS 6, PMI activator 1, Redox H2O2 prof 0.0, RAM inhibit 1.7, Diaph act CS 1 and TLR4 MyD88 comp 1.
`COc1ccc(NC(=O)COC(=O)/C=C/c2ccccc2[N+](=O)[O-])cc1` gave Lmaj promast -8, Diaphorase inh 11, PMI act satM6P 1, Hsp70 act -0.1, G6PDH CS 6, PMI activator 0.9, Redox H2O2 prof 0.0, RAM inhibit 4.2, S1P3 antagonist 1, Diaph act CS 0.9 and TLR4 MyD88 comp -3.
